High-throughput results from PubChem BioAssay.
ssDAF-12 act – S. stercoralis DAF-12 nuclear receptor activators, primary screen, cell-based, luminescence, HEK293, GRIP1 co-expression, lit1-tk-luc. 1% of 370,000 active. AID 652126, 2013. HEK293 ssDAF-12/GRIP1 lit1-tk-luc reporter; % of 3 µM dafachronic acid response. activation, % at 6.8 µM. Nuclear hormone receptor DAF-12 (Strongyloides stercoralis);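 active = activation above the mean over all tested compounds plus 3 SD, cut at about 0.9% in these data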;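 also: 0% = DMSO-only wells and 100% = 3 µM delta7-dafachronic acid wells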
hgDAF12 agonist – H. glycines DAF-12 receptor agonists, primary screen, cell-based, luminescence, HEK293, GAL4 fusion, UAS-luciferase; Nuclear hormone receptor DAF-12 (Heterodera glycines), GAL4 fusion; HEK293 GAL4-hgDAF12 UAS-luciferase reporter, agonist luminescence; normalized to butyrate control; activation, % at 6.8 µM; 1.8% of 370,000 active;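 active = activation above a cutoff set at the mean of all screened compounds plus 3 SD, cut at about 10% in these data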;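 also: 0% = DMSO wells and 100% = sodium butyrate wells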
HGIII-sPLA2 inh – human group III sPLA2 inhibitors, primary screen, biochemical, QFRET, BODIPY PC-A2 liposome substrate. Group 3 secretory phospholipase A2 (Homo sapiens), Q9NZ20. QFRET BODIPY PC-A2 liposome hydrolysis, fluorescence. inhibition, % at 12.2 µM. 0.56% of 370,000 active. AID 743126, 2013;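 active = inhibition above mean plus 3 SD of compounds lying within the high and low control bounds, cut at about 19% in these data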;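 also: 0% = median of test compound wells and 100% = no enzyme DMSO wells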
Target sequence (Q9NZ20 whole entry, looked up): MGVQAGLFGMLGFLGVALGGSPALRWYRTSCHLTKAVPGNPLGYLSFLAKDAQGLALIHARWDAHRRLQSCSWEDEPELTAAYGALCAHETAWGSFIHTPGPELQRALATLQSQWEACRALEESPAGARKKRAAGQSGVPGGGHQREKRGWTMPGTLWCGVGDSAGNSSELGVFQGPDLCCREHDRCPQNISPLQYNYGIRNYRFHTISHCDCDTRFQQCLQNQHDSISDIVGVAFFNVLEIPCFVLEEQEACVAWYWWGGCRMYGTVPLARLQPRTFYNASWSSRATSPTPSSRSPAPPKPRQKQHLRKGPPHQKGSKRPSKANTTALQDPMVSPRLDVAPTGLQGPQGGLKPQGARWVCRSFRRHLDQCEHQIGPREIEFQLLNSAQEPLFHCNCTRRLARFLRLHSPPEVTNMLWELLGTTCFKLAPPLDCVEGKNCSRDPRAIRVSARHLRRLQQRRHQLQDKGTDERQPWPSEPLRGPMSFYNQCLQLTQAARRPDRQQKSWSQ
SMARCA2 activ – SMARCA2 (BRM) function activators, primary screen, cell-based, luminescence, high throughput; MG213 cells, MMTV-luciferase reporter, dexamethasone, overnight; activation, % at 9.1 µM; 1% of 370,000 active; in the data active = activation above about 7.8%;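 also: 0% = vehicle wells and 100% = reference activator wells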
DAX1 inh-1 – DAX1 (NR0B1) inhibitors, primary screen, cell-based, HEK293, Gal4-DAX1, luciferase luminescence. Nuclear receptor subfamily 0 group B member 1 (Homo sapiens), P51843. HEK293 Gal4-DAX1 luciferase reporter. inhibition, % at 6.75 µM. 0.99% of 340,000 active. AID 504766, 2011;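 active = inhibition above the mean over all tested compounds plus 3 SD, cut at about 4.2% in these data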;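 also: 0% = DAX1-transfected cells with DMSO and 100% = empty-vector control cells with DMSO; inhibition shows as a rise in luminescence from relieved DAX1 repression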
Target sequence (P51843 207-470 limits assumed): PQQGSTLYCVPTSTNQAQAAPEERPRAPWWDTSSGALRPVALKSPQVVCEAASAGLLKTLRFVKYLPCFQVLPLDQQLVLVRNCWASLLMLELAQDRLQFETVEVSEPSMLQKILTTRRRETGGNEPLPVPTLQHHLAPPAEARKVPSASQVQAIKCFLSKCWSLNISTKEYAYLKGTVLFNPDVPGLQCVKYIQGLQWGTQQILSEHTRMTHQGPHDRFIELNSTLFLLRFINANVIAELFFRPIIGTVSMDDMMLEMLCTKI
DAX1 inh-2 – DAX1 (NR0B1) inhibitors on StAR promoter, primary screen, cell-based, luminescence, SF-1 (NR5A1), full-length DAX-1; inhibition, % at 6.8 µM; AID 652010, 2013; HEK293T StAR-luciferase reporter, SF-1/DAX-1 repression relief; 1.1% of 370,000 active;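 active = inhibition above the mean over all tested compounds plus 3 SD, cut at about 3.6% in these data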;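 also: 0% = DAX-1 cells with DMSO and 100% = cells lacking DAX-1 with DMSO; higher inhibition means more luminescence from relief of DAX-1 repression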
NPR1 activator – GC-A stimulated cGMP production enhancers – HEK293 GC-A cells, cGMP TR-FRET, EC30 ANP, primary screen; 0% at EC30 ANP, 100% saturating ANP; Atrial natriuretic peptide receptor 1 (Homo sapiens), P16066; AID 1671463, 2021; activation, % at 10 µM; 0.14% of 370,000 active; in the data active = activation above about 40%
hcDAF-12 act – H. contortus DAF-12 nuclear receptor activators, primary screen, cell-based, luminescence, HEK293, lit1-tk-luc reporter; HEK293 hcDAF-12 lit1-tk-luc reporter; 0% DMSO, 100% Δ7-dafachronic acid; activation, % at 6.8 µM; 1.4% of 370,000 active; AID 652067, 2013;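 active = activation above the mean of all tested compounds plus 3 SD, cut at about 5.5% in these data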;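 also: 100% = response to 3 µM Δ7-dafachronic acid high control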
GC-B act – human GC-B receptor activators, primary screen, HEK293 GC-B cells, cGMP TR-FRET, EC30 CNP | 0% at EC30 CNP, 100% saturating CNP | AID 1920062, 2024 | Atrial natriuretic peptide receptor 2 (Homo sapiens), P20594 | 0.11% of 370,000 active | activation, % at 10 µM;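 active = activation at 10 µM reaching about 35% in either raw or pattern-adjusted values, limit read from the data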
KLK7 zymogen act – proKLK7 zymogen activators, primary screen, biochemical, fluorescence intensity. purified proKLK7, EDANS-DABCYL substrate fluorescence; 100% is mature enzyme control, 0% vehicle. Kallikrein-7 (Homo sapiens), P49862. AID 652039, 2013. activation, % at 7 µM. 0.9% of 370,000 active;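 active = activation above the mean of all tested compounds plus 3 SD, computed per campaign excluding outliers beyond control limits, cut at about 13% in these data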
Target sequence (P49862 whole entry, looked up): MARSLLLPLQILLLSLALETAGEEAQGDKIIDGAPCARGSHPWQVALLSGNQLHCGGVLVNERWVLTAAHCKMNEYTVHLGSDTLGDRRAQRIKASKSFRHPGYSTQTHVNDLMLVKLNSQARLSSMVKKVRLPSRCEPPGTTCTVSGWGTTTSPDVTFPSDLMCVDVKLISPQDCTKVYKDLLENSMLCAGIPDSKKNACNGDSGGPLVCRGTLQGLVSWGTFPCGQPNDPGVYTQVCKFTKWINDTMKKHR
GAA850 FXN act – FXN promoter activators, primary screen, cell-based, luciferase luminescence, HEK293 lucGAA850; HEK293 lucGAA850 FXN promoter luciferase reporter, 24 h; percent of 10 µM SAHA response; activation, % at 6 µM; 0.56% of 360,000 active;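 active = activation above the average of all compounds screened plus 3 SD, cutoff fixed separately per campaign, cut at about 7.5% in these data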;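 also: 0% = DMSO wells and 100% = 10 µM SAHA wells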
The depositor's hits bear a star; · = not tested or not shown.

SMILES	ssDAF-12 act	hgDAF12 agonist	HGIII-sPLA2 inh	SMARCA2 activ	DAX1 inh-1	DAX1 inh-2	NPR1 activator	hcDAF-12 act	GC-B act	KLK7 zymogen act	GAA850 FXN act
CCCOc1ccc(N2C(=O)C3C(C(C)C)NC4(C(=O)c5ccccc5C4=O)C3C2=O)cc1 (stereo not given)	-1.5	-1.9	-22	0	0.7	-0.1	3	-1.4	1	4.3	0.8
CCNC(=S)N1CC(C)OC(C)C1 (stereo not given)	-1.5	-1.1	5	-3	2.2	0.5	2	0.8	5	0.2	0.7
CN(c1ccccc1)c1ncnc2c1ncn2C	-1.4	1.2	3	0	0.2	1.1	3	0.3	0	-0.1	1.8
COc1ccccc1NC1=C(NC(C)=O)C(=O)c2ccccc2C1=O	-1.3	-0.8	0	-1	-1.0	-0.8	-4	0.2	0	0.7	-0.1
O=S(=O)(c1ccc2c(c1)OCCCO2)N1CCN(S(=O)(=O)c2c(F)cccc2F)CC1	-0.4	3.5	6	·	·	·	2	-2.0	-5	·	·
CCN(CC)S(=O)(=O)c1cccc(C(=O)Nc2nncs2)c1	-1.7	-1.7	3	-3	0.9	1.2	4	-2.3	2	0.0	-0.6
O=C(Cc1c[nH]c2ccccc12)N/N=C/c1cccc(F)c1	-1.3	2.9	-66	1	-1.4	-0.9	2	-2.1	-6	0.1	-2.1
Cc1ccc(S(=O)(=O)N(C)C)cc1NC(=O)COc1ccc(-c2nnco2)cc1	-1.5	-0.4	0	-1	0.0	0.1	-3	-0.8	-10	0.0	3.3
CCOc1ccc(Oc2cc(N)cc([N+](=O)[O-])c2)cc1	-0.8	5.2	-7	2	-1.1	-0.4	4	-2.9	-4	0.4	5.3
CCCCCCSC1=C(C#N)C(c2ccc(C)o2)CC(=O)N1 (stereo not given)	-1.6	1.9	-12	-2	0.2	-0.6	3	-2.3	1	0.0	-1.8
Cc1ccc(O)c(NC(=O)c2onc(C)c2Cl)c1	1.8*	4.2	-6	4	2.8	0.3	4	6.0*	0	0.0	5.4
CSc1ccccc1C(=O)NCC(c1ccco1)N(C)C (stereo not given)	-1.8	-1.3	6	6	-0.4	-0.1	1	-1.2	-2	0.3	-0.2
C=CCc1c(C)nc2c(C)cccc2c1SC(=N)N	-1.2	-0.1	7	2	1.9	0.4	-3	0.0	-4	0.8	1.8
N=c1n(CCN2CCCC2)c2ccccc2n1CC(O)c1ccc(Cl)c(Cl)c1 (stereo not given)	-1.4	-1.7	-6	14*	1.8	0.9	-30	0.7	-14	0.0	-4.0
O=C(COC(=O)c1ccccn1)Nc1cc(Cl)ccc1Cl	-0.5	-2.6	7	-1	-0.3	0.1	-1	-0.2	3	-0.2	2.3
COc1ccc(CCNC(=O)C/C(C)=N/NC(=O)c2cnccn2)cc1	-0.9	4.9	-10	3	0.8	4.2*	3	2.5	2	-0.1	1.3
CC(=O)N1C(=O)N(C)C2C1N(C(C)=O)C(=O)N2C (stereo not given)	-0.8	2.4	5	-2	0.4	-0.3	0	-0.4	3	-0.5	1.9
COc1cc2c(cc1OC)CN(CC(O)c1ccccc1)CC2 (stereo not given)	-1.0	1.2	1	1	1.2	-0.1	4	-0.8	-2	96*	3.4
CC(NC(=O)c1cccc(S(=O)(=O)N2CCc3ccccc32)c1)c1ccco1 (stereo not given)	-0.8	-0.8	-18	-2	1.2	0.3	0	-0.1	4	-0.3	2.1
Cc1ccc(CN2CC=CS2(=O)=O)cc1	0.8	-1.1	3	-2	·	-0.9	3	-0.8	-1	-0.1	·
CN(Cc1ccccc1)C(CNS(=O)(=O)c1ccccc1)c1ccccc1 (stereo not given)	0.1	-2.0	-21	-3	0.6	-0.5	4	0.1	4	-0.1	-2.7
COC(=O)CN1C(=S)N(c2ccccc2)C(=O)C1CC(=O)Nc1ccc(Cl)cc1 (stereo not given)	-1.3	1.6	-23	-1	-0.8	-0.5	-1	0.0	0	0.0	-2.6
CN(C)/C=C/C(=O)c1nnn(C2CCCCC2)c1NC1CCCCC1	-1.4	-2.9	-10	-1	-0.3	0.1	-3	-0.1	4	-0.7	-0.5
C=CCn1c(COc2ccc(Cl)cc2)nnc1SCC(=O)c1c(N)n(C)c(=O)n(C)c1=O	-0.9	-1.7	11	1	1.6	0.5	-5	0.3	0	-0.1	0.2
O=[N+]([O-])c1cc(CN2CCCCCC2)ccc1O	-0.5	1.5	3	0	-1.1	0.1	3	-0.1	9	-0.2	-1.5
CSc1cccc(NC(=O)C2CC(=O)N(c3ccc4c(c3)OCCO4)C2)c1 (stereo not given)	-0.8	0.3	-5	-3	-0.4	-0.3	2	-1.7	0	0.0	0.6
COc1ccc(C(=O)NCC2CCN(C(=O)C(=O)c3cccs3)CC2)c(OC)c1	-0.6	-0.4	4	0	·	-0.5	-4	-1.8	-1	0.1	·
O=C1c2ccccc2CN2C(=O)c3ccccc3CN12	-0.5	0.8	5	4	1.5	-0.8	2	-0.2	1	-0.1	0.3
CC(C)(C)C(=O)Oc1cc(N)n(S(=O)(=O)c2ccc(F)cc2)n1	-0.9	2.1	-6	-1	-0.3	-0.5	-2	-0.9	-3	0.2	-1.2
O=C(Nc1ccc([N+](=O)[O-])cc1)c1cn(-c2ccccc2)nc1-c1cc2ccccc2o1	-0.9	2.4	20*	-2	-0.6	0.1	-2	-0.9	-10	-0.3	2.7
CCOC(=O)Cn1nc(C)n(-c2ccccc2)c1=O	-1.2	-1.7	0	2	-0.3	-0.6	5	1.3	6	-0.1	1.2
CCOc1ccc(NC(=O)C2CCN(S(=O)(=O)c3cccs3)CC2)cc1	-1.7	0.1	-9	-1	0.0	-0.4	0	-1.5	5	0.5	3.3
Cc1cc(C)nc(SCCS(=O)(=O)Cc2ccccc2)n1	-1.3	-2.0	-2	-1	1.1	-0.3	-2	-0.9	1	-0.5	2.2
NNC(=O)c1csc(CS(=O)(=O)c2ccc(Cl)cc2)n1	-1.5	0.4	-12	-1	·	-0.3	0	-1.7	3	0.5	1.1
O=C(NCc1cccs1)C1CCN(C(=O)NCc2ccccc2)CC1	-1.3	0.0	2	4	-0.3	-0.6	1	0.2	2	0.6	0.1
CC1CC(C)(C)NC(=S)N1CCCC(=O)Nc1ccc2c(c1)OCCO2 (stereo not given)	-2.4	0.5	9	-4	1.8	-0.8	-2	-1.7	3	0.2	-4.2
CCc1nnc(NC(=O)c2ccc(OC)cc2OC)s1	0.2	12*	7	0	-0.1	6.8*	2	6.1*	-4	0.3	-0.3
NC(=O)c1ccccc1N1CCCCC1	-1.2	-1.8	4	0	0.0	0.0	-6	-1.1	5	-0.7	-1.2
O=S1(=O)C=CCN1Cc1cn(Cc2ccc(Cl)cc2)nn1	-1.3	4.7	1	-3	·	0.3	6	-0.5	-1	-0.5	·
Nc1c(C(=O)NCc2ccccc2)c2nc3ccccc3nc2n1CCCN1CCOCC1	-1.6	-2.7	-29	1	2.2	-1.3	4	-0.2	-6	-65	1.9

Structures listed so far shown as hits in SMARCA2 activ:
mol | ssDAF-12 act | HGIII-sPLA2 inh | SMARCA2 activ | DAX1 inh-1 | DAX1 inh-2 | NPR1 activator | hcDAF-12 act | GC-B act | KLK7 zymogen act | GAA850 FXN act
N=c1n(CCN2CCCC2)c2ccccc2n1CC(O)c1ccc(Cl)c(Cl)c1 (stereo not given) | -1.4 | -6 | 14* | 1.8 | 0.9 | -30 | 0.7 | -14 | 0.0 | -4.0

Three compounds from above, arranged by SMILES length, highest first:
SMILES	ssDAF-12 act	hgDAF12 agonist	HGIII-sPLA2 inh	SMARCA2 activ	DAX1 inh-1	DAX1 inh-2	NPR1 activator	hcDAF-12 act	GC-B act	KLK7 zymogen act	GAA850 FXN act
C=CCn1c(COc2ccc(Cl)cc2)nnc1SCC(=O)c1c(N)n(C)c(=O)n(C)c1=O	-0.9	-1.7	11	1	1.6	0.5	-5	0.3	0	-0.1	0.2
CC1CC(C)(C)NC(=S)N1CCCC(=O)Nc1ccc2c(c1)OCCO2 (stereo not given)	-2.4	0.5	9	-4	1.8	-0.8	-2	-1.7	3	0.2	-4.2
O=C1c2ccccc2CN2C(=O)c3ccccc3CN12	-0.5	0.8	5	4	1.5	-0.8	2	-0.2	1	-0.1	0.3

Additional structures:
SMILES	ssDAF-12 act	hgDAF12 agonist	HGIII-sPLA2 inh	SMARCA2 activ	DAX1 inh-1	DAX1 inh-2	NPR1 activator	hcDAF-12 act	GC-B act	KLK7 zymogen act	GAA850 FXN act
Brc1ccc(Nc2nc(-c3cccnc3)cs2)cc1	0.6	23*	-3	4	3.2	1.8	-6	8.0*	-7	-0.2	6.5
O=C(COc1ccccc1Cl)Nc1ccc(CN2CCCCC2)cc1	-0.8	0.4	2	-2	-0.7	0.5	-4	-1.1	-2	0.1	-0.8
O=C(NC1CC2CCC(C1)N2C(=O)NC1CCCCC1)NC12CC3CC(CC(C3)C1)C2 (stereo not given)	-1.4	1.7	5	3	-0.6	-0.5	3	-1.2	-7	0.5	3.5
CC(C)CCNC(=O)c1c[nH]c2ccc(S(=O)(=O)N3CCOCC3)cc2c1=O	-0.8	1.6	-16	-4	-0.1	-0.7	4	-2.5	-6	-14	0.4
COc1cccc(NC(=O)Cn2nnc(C(=O)NCc3ccc4c(c3)OCO4)c2N)c1	-1.2	0.0	-6	-2	1.3	-0.2	1	-0.4	2	1.0	3.2
COn1c(C)c(C)c2c3nonc3ccc21	-1.6	-1.4	3	-7	2.0	0.0	1	-1.7	-10	1.0	1.9
CNc1cc(C(=O)Nc2cccc(OCc3ccccc3)c2)ncn1	-1.0	-0.9	-6	-1	·	1.8	2	1.3	-1	0.1	1.7
CCOCCCNC(=O)c1ccc(CS(=O)(=O)Cc2ccc(C)cc2)o1	-1.1	0.8	1	-3	0.7	0.6	2	0.1	-1	0.6	-0.5
O=C(COc1ccc(-c2nnco2)cc1)NC1CCCc2ccccc21 (stereo not given)	-1.0	-2.5	5	-7	0.5	-0.8	-1	-1.6	1	0.3	-1.4
Nc1nc(NCC2CCCO2)nc(Nc2ccc(Cl)cc2)c1[N+](=O)[O-] (stereo not given)	-0.4	-2.4	19	-2	0.2	-0.5	4	0.8	-8	0.2	-0.4
NC(=O)c1ccc(N2CCN(S(=O)(=O)c3ccccc3)CC2)c([N+](=O)[O-])c1	-2.8	-7.5	-5	-6	-2.9	-4.9	4	-3.0	4	0.5	-3.4
